High-throughput results: PubChem BioAssay, several laboratories
hERG rescue – hERG (human) protection from proarrhythmic block; AID 1511; 310,000 compounds, 0.51% hits; CHO-hERG, FluxOR thallium flux, dofetilide IC70 present; Q12809; activation (rescue from dofetilide block), less the hit threshold, % at 10 µM;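 active means activation above the mean of controls blocked by dofetilide plus 5 SD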;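 further: thallium influx through hERG after potassium depolarization seen as dye fluorescence rise; in these data hits start at about 4.7%; inactives centre near -7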
Platelet DG rel – modulates dense granule release in human platelets; human platelet-rich plasma, SFLLRN dense granule ATP release, luminescence; inhibition, %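 (compounds screened at 7.5 µM in platelet-rich plasma)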; 300,000 compounds, 0.22% hits;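 active means mean replicate score, as percent of positive control, at or above 50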
TRPC4 potent – allosterically enhances the mouse TRPC4 cation channel. 310,000 compounds, 0.42% hits. HEK293 TRPC4beta/mu-opioid, DAMGO EC20, Fluo-4 Ca2+ flux; hits give high values. Q9QUQ5. B-score at 10 µM. AID 2227;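 active means B-score of calcium response area above 5 SD of library B-scores, with initial fluorescence ratio within 5 SD of library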;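 further: B-score of integrated fluorescence ratio over time as area under calcium response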
KCNQ1 block – blocks the human KCNQ1 potassium channel; P51787; CHO-K1 KCNQ1, FluxOR thallium flux fluorescence; hits give high values; B-score at 10 µM; 310,000 compounds, 1.3% hits; AID 2642;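 active means compounds whose thallium flux B-score, printed positive for inhibition, exceeds three library SD while starting fluorescence stays within three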;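 further: channel opened by potassium depolarization with thallium stimulus after 20 min compound exposure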
DYRK1A inh – inhibitors of rat Dyrk1A kinase | AID 504441 | inhibition, % at 12.5 µM | 310,000 compounds, 0.43% hits | ADP-Glo luminescence, NFATc1 peptide; in the data active means inhibition above about 50%;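 further: plate controls were vehicle with enzyme for no effect and no enzyme for full effect; many of its hits are not listed in these tables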
TRPC4 inh – blocks the mouse TRPC4 cation channel; HEK293 TRPC4beta/mu-opioid, DAMGO-evoked Fluo4 calcium flux; hits give low values; Q9QUQ5; 300,000 compounds, 0.39% hits; B-score at 10 µM;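 active means B-score over 3 SD under the library average, no early fluorescence shift, positive overall ratio signal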
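Assay system: HEK293 cells with stable TRPC4beta plus mu-opioid receptor expression; Probe or stimulus: DAMGO in two steps, submaximal then maximal; Dosing: single-point compound dosing; Measured by: Fluo4 calcium-dye fluorescence, kinetic read; Read-out basis: B score from integrated Fluo4 fluorescence ratio.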
KCNK9 block – inhibitors of human KCNK9 two-pore domain potassium channel | B-score at 10 µM | HEK293 KCNK9, FluxOR thallium flux fluorescence; hits give low values | 310,000 compounds, 1.2% hits | AID 488922 | Q9NPC2;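 active means ratio B-score over 3 SD below the library mean, with starting fluorescence within 5 SD of its mean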;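 further: negative B-score means less thallium flux so channel inhibition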
Target sequence (Q9NPC2 whole entry, looked up, the tested form may be a part): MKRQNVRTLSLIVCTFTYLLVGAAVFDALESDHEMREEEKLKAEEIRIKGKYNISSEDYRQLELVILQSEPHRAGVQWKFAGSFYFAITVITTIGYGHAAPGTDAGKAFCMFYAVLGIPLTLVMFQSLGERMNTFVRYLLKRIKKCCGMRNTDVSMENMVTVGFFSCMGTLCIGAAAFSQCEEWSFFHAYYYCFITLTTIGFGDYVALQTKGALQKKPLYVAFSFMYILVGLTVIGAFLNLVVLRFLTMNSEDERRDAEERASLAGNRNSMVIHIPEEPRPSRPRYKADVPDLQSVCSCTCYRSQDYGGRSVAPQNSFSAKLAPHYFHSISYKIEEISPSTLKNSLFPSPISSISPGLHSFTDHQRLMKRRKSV
KCNK3 block – human KCNK3 channel inhibition, primary screen. O14649. CHO-KCNK3 thallium flux, FluxOR fluorescence; hits give low values. B-score at 10 µM. 340,000 compounds, 0.84% hits. AID 602410;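 active means B-score under library mean minus 4 SD, starting fluorescence ratio at most library mean plus 5 SD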;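 further: more negative B-score means stronger inhibition of thallium flux through KCNK3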
Target sequence (O14649 whole entry, looked up): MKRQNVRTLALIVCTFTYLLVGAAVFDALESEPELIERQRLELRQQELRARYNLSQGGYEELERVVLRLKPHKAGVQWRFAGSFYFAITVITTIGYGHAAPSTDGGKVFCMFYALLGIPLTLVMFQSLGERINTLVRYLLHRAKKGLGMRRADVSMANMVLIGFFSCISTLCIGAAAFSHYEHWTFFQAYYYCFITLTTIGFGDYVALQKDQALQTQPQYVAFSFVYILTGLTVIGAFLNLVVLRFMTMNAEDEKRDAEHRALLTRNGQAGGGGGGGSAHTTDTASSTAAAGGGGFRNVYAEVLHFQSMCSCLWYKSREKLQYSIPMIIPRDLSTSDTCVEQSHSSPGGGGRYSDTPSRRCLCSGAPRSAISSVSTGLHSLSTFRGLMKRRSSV
PolyA inh – yeast polyadenylation inhibition; AID 1875; calls only at 12 µM; S. cerevisiae SKY197-pL101 polyadenylation reporter, beta-gal luminescence; efflux-impaired pdr1/pdr3 knockout yeast; score 100 = 6 SD above DMSO; 300,000 compounds, 0.02% hits;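 active means lowest replicate activity score at least 50, where 100 means six control SD above control mean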;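 further: yeast exposed to compound for 9 h at 30 °C; higher score means more reporter readthrough which indicates perturbed polyadenylation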
TRPC4 act – activators of mouse TRPC4 channel; B-score at 10 µM; AID 2237; Q9QUQ5; HEK293 TRPC4beta/mu-opioid, Fluo4 calcium fluorescence; hits give high values; 310,000 compounds, 0.49% hits;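 active means B-score above 5 SD of library B-scores, and initial fluorescence ratio not above library mean plus 5 SD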;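 further: positive B-score marks a calcium rise read as TRPC4 activation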
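Material: HEK293 stable line with TRPC4beta plus mu-opioid receptor; technique: Fluo4 calcium-sensitive dye fluorescence, kinetic, 1 Hz baseline; timing: Fluo4 dye loading 45 min at room temperature, 110 s recording; controls: assay buffer as low control, maximal DAMGO as high control; read-out: integrated baseline-normalised fluorescence ratio, converted to per-well B score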
KCNQ1 act – potentiates or activates the human KCNQ1 potassium channel; P51787; CHO-K1 KCNQ1, thallium flux FluxOR fluorescence; hits give high values; B-score at 10 µM; 310,000 compounds, 0.35% hits;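 active means fluorescence ratio B-score, a plate-corrected score, at least three library SD, with initial intensity B-score within 5 SD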
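Medium – assay buffer, equal DMSO in all wells · Material – CHO-K1 cell line with stable KCNQ1 potassium channel expression · Signal – kinetic FluxOR thallium fluorescence, 10-s 1-Hz baseline, 110-s post-stimulus read · Compound – single concentration per compound, DMSO matched to controls · Schedule – 37 °C overnight plating, 90-min dark dye load, 20-min compound pretreatment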
Starred values were filed as active, the others as inactive; i = inactive; nt = not tested or not shown. These rows are one share of the data; count on the stated rates, not on these rows.

Value order – hERG rescue	Platelet DG rel	TRPC4 potent	KCNQ1 block	DYRK1A inh	TRPC4 inh	KCNK9 block	KCNK3 block	PolyA inh	TRPC4 act	KCNQ1 act
1. CC(C)(C)c1[nH]nc2c1C(C1C=CCCC1)C(C#N)=C(N)O2 (centres undefined)
→ -2	3	i	i	-6	i	i	i	i	i	i
2. Cc1ccccc1OCC(=O)NN1Cc2ccccc2C1=N
→ -3	-1	i	i	10	i	i	i	i	i	i
3. Cc1cccc(CN2CCN(c3nc4nonc4nc3NC3CC3)CC2)c1
→ -6	-25	i	i	3	i	i	i	i	i	i
4. Cc1cc(C(=O)N/N=C/c2cccnc2)c(C)o1
→ -3	9	i	i	-1	i	i	i	i	i	i
5. NC(=O)CC(NC(=O)Cc1ccc(Br)cc1)c1ccc(NCCN2CCCCC2)c([N+](=O)[O-])c1 (centres undefined)
→ -7	-1	i	i	-9	i	i	i	nt	i	i
6. CCOC(=O)Cc1csc(NC(=O)c2cccs2)n1
→ -9	7	i	i	6	i	i	i	i	i	i
7. CC1CCN(c2[nH]c(=S)c(C#N)c3c2CCCC3)CC1
→ -3	0	i	i	-5	i	i	i	i	i	i
8. O=C(Cc1ccccc1)NCc1ccc2c(c1)OCO2
→ -1	2	i	i	7	i	i	i	i	i	i
9. CC1Cc2nc(SCC(N)=O)n(C)c(=O)c2S1 (centres undefined)
→ -9	-28	i	i	3	i	i	i	i	i	i
10. COc1ccc(CN(C)CC(=O)Nc2cccc(S(N)(=O)=O)c2)c(OC)c1OC
→ -10	3	i	i	6	i	i	i	i	i	i
11. CCOC(=O)C(CCCCOc1ccc([N+](=O)[O-])cc1)C(=O)OCC
→ -6	-5	i	i	2	i	i	i	i	i	i
12. Cc1nc(Nc2cccc(C(C)O)c2)c2nnn(Cc3ccc(F)cc3)c2n1 (centres undefined)
→ -9	-8	i	i	nt	i	i	i	i	i	i
13. CCn1cc(C(=O)NCCCOC)c(=O)c2cc(S(=O)(=O)N(C)C)ccc21
→ -1	4	i	i	-4	i	i	i	i	i	i
14. COc1ccc(S(=O)(=O)Nc2ccccn2)cc1C
→ -10	2	i	i	4	i	i	i	i	i	i
15. O=C(N/N=C/c1ccc(Cl)cc1)C1CC12CCC2 (centres undefined)
→ -19	12	i	i	-1	i	i	i	i	i	i
16. COc1cc(/C=C/c2ccc3cccc(OC)c3n2)c(OC(C)=O)c([N+](=O)[O-])c1
→ -24	5	i	i	-2	i	i	i	i	i	i
17. CC(C)n1nccc1NC(=O)Nc1ccccc1
→ -4	14	i	i	2	i	i	i	i	i	i
18. O=C(COC(=O)c1cccnc1Cl)Nc1ncc(Cl)cc1Cl
→ -11	-5	i	i	1	i	i	i	i	i	i
19. C=Cc1ncc(OC)c2c1[nH]c1ccccc12
→ -7	-4	i	i	-10	i	i	i	i	i	i
20. CCOc1ccccc1NS(=O)(=O)c1cc2c3c(c1)C(C)C(=O)N3CCC2 (centres undefined)
→ -6	6	i	i	-2	i	i	i	i	i	i
21. CN(C)c1ccc(CNC2C3CC4CC(C3)CC2C4)cc1 (centres undefined)
→ -7	-2	i	i	9	i	i	i	i	i	i
22. CCCN(/C=N/c1sc2c(c1C#N)CCCCC2)CCC
→ -20	-3	i	i	-48	i	-19*	-11*	i	i	i
23. CCCn1c(SCC(=O)N2CCCc3ccccc32)nnc1-c1ccco1
→ -6	-2	i	i	3	i	i	i	i	i	i
24. O=C(Nc1ccc2c(c1)C(=O)NC2=O)c1ccccc1
→ -10	-17	i	i	1	i	i	i	i	i	i
25. O=C(Nc1ccc2oc(-c3ccccc3F)nc2c1)c1ccccc1F
→ -5	-4	i	i	0	i	i	i	i	i	i
26. Cc1c(CNC(=O)c2cnn3c2NC(c2ccccc2)CC3C(F)(F)F)cnn1C (centres undefined)
→ -4	2	i	i	-6	i	i	i	i	i	i
27. NS(=O)(=O)c1cccc(NC(=O)CCSc2ccccc2Cl)c1
→ -9	14	i	i	10	i	i	i	i	i	i
28. CN(CC(=O)Nc1cccc(F)c1)C(=O)CCCNC(=O)c1ccc(Cl)cc1
→ -15	25	i	i	-2	i	i	i	i	i	i
29. COc1ccc(C)cc1S(=O)(=O)N1CCCC(C(=O)N2CCOCC2)C1 (centres undefined)
→ -5	-5	i	i	-7	i	i	i	i	i	i
30. COc1cccc(CN(C(=O)/C=C/c2ccco2)C2CCS(=O)(=O)C2)c1 (centres undefined)
→ -4	1	i	i	-5	i	i	i	i	i	i
31. Cc1ccccc1/C=C/C(=O)N1CCOCC1
→ -13	1	i	i	3	i	i	i	nt	i	i
32. Cc1ccc(C(=O)NCCn2cc(SCC(=O)Nc3cc(C)on3)c3ccccc32)cc1
→ -13	1	i	i	1	i	i	i	i	i	i
33. COc1cc(NC(=S)NCCCN2CCOCC2)cc(OC)c1
→ -5	-13	i	i	6	i	i	i	i	i	i
34. O=C(CN1C(=O)/C(=C/c2cccc(Br)c2)SC1=S)NCCCN1CCOCC1
→ -5	-1	i	i	-5	i	i	i	i	i	i
35. CCCCc1ccc(-c2csc(/C(C#N)=C\c3ccc(C)o3)n2)cc1
→ -8	-1	i	i	1	i	i	i	i	i	i
36. Cc1cc(C)cc(N(C(=O)c2cccs2)C2C=CS(=O)(=O)C2)c1 (centres undefined)
→ 1	3	i	i	6	i	i	i	i	i	i
37. O=CN1CCCN(Cc2nc(-c3cccc(Cl)c3)no2)CC1
→ -12	3	i	i	2	i	i	i	i	i	i
38. O=C(Nc1ccon1)c1ccc(Br)o1
→ -4	-2	i	i	2	i	i	i	i	i	i
39. NS(=O)(=O)c1cccc(NC(=O)CCS(=O)(=O)c2ccc(Cl)cc2)c1
→ -12	5	i	i	-2	i	i	i	i	i	i
40. COc1ccc(NC(=O)C2CCCN(S(=O)(=O)c3ccc4[nH]c(=O)ccc4c3)C2)cc1 (centres undefined)
→ -7	2	i	i	17	i	i	i	i	i	i
41. Nc1ccc(N2CCN(c3ccc(Cl)c(Cl)c3)CC2)cc1
→ -7	0	i	i	-6	i	i	i	i	i	i
42. Cc1cccc(/C=N/Nc2nncc3ccccc23)c1
→ -14	31	i	i	3	i	i	i	i	i	i
43. O=S(=O)(NCc1ccco1)c1cnc(Cl)c(Br)c1
→ -2	-2	i	i	1	i	i	i	i	i	i
44. CN(CC(=O)Nc1ccc(F)cc1)C(=O)c1cc([N+](=O)[O-])ccc1N1CCOCC1
→ -6	-14	i	i	18	i	i	i	i	i	i
45. O=[N+]([O-])c1cc(C(F)(F)F)ccc1NC1CCN(Cc2ccccc2)CC1
→ -15	10	i	i	-1	i	i	i	i	i	i
46. C/C=C/C(=O)OCC(=O)Nc1cccc(F)c1
→ -4	1	i	i	-2	i	i	i	i	i	i
47. O=C(NCc1cccnc1)C1CCCN(S(=O)(=O)c2ccc(Cl)cc2)C1 (centres undefined)
→ -1	-4	i	i	13	i	i	i	i	i	i
48. COc1ccc2cc(-c3[nH]ncc3CN3CCCN(c4ccccc4)CC3)ccc2c1
→ -21	2	i	i	12	i	i	i	i	i	i
49. CCOC(=O)N1CCC(NC(=O)c2ccc(CS(=O)c3cccc(C)c3)o2)CC1 (centres undefined)
→ -8	-3	i	i	nt	i	i	i	i	i	i
50. CC(C)c1ccc(S(=O)(=O)N2CCN(CC(=O)c3ccc(O)c(O)c3)CC2)cc1
→ -8	-1	i	i	0	i	i	i	i	i	i

(cont.)
Value order – hERG rescue	Platelet DG rel	TRPC4 potent	KCNQ1 block	DYRK1A inh	TRPC4 inh	KCNK9 block	KCNK3 block	PolyA inh	TRPC4 act	KCNQ1 act
51. O=C(CN1C(=O)c2ccccc2S1(=O)=O)NCc1ccc(F)cc1
→ -5	0	i	i	-4	i	i	i	i	i	i
52. C[n+]1c2n(c3ccccc31)N=C(c1cc(C(C)(C)C)c(O)c(C(C)(C)C)c1)CS2
→ -38	-13	i	7*	-6	i	-19*	-13*	i	i	i
53. C#CCN1N=C(c2ccc(C)cc2)CSC1=O
→ -3	2	i	i	nt	i	i	i	i	i	i
54. N#CCc1ccc(C(=O)c2ccccc2F)s1
→ -3	2	i	i	5	i	i	i	i	i	i
55. Cc1ccc(C)c(OCC(=O)N2CCOCC2)c1
→ -2	-10	i	i	-3	i	i	i	i	i	i
56. CC(C)CNC(=O)c1ccccc1NC(=O)CN(c1ccc2c(c1)OCCO2)S(C)(=O)=O
→ -3	16	i	i	-4	i	i	i	i	i	i
57. Cc1ccc(-n2ncc3c(=O)n(CC(=O)NC4CCCC4)cnc32)cc1C
→ -5	-4	i	i	-6	i	i	i	i	i	i
58. CC(=O)c1c(C)[nH]c(C(=O)OCC(=O)Nc2sc3c(c2C#N)CCCC3)c1C
→ -14	2	i	i	4	i	i	i	i	i	i
59. N/C(=N\OC(=O)c1ccc2c(c1)OCO2)c1cccnc1
→ -2	16	i	i	7	i	i	i	i	i	i
60. CN(C)c1ccc(CN(C(=O)COc2ccc(Br)cc2)C2CCS(=O)(=O)C2)cc1 (centres undefined)
→ -16	-5	i	i	1	i	i	i	i	i	i
61. COc1ccccc1NC(=O)CCc1nc(-c2cccs2)no1
→ -7	-2	i	i	1	i	i	i	i	i	i
62. CN1C(=O)N(C)c2ccc(Br)c3cccc1c23
→ -3	-2	i	i	16	i	i	i	i	i	i
63. CCn1nc(C)c(CNC(=O)C2CCC(=O)N(Cc3cccc(F)c3)C2)c1C (centres undefined)
→ -5	14	i	i	-6	i	i	i	i	i	i
64. O=S(=O)(NCC(c1cccnc1)N1CCOCC1)c1ccc(Cl)cc1 (centres undefined)
→ -1	12	i	i	-1	i	i	i	i	i	i
